From PubChem
GCN5L2 inh – inhibitors of human GCN5L2 histone acetyltransferase; Q92830; AID 504327; Potency, µM (highest dose often 58.9 µM), for the others: at the top dose activity change, negative = inhibition, usual class: inhibitors; actives 0.21% (n = 390,000); GCN5L2 HAT assay, ThioGlo1 CoA-SH fluorescence
Target sequence (Q92830 whole entry, looked up): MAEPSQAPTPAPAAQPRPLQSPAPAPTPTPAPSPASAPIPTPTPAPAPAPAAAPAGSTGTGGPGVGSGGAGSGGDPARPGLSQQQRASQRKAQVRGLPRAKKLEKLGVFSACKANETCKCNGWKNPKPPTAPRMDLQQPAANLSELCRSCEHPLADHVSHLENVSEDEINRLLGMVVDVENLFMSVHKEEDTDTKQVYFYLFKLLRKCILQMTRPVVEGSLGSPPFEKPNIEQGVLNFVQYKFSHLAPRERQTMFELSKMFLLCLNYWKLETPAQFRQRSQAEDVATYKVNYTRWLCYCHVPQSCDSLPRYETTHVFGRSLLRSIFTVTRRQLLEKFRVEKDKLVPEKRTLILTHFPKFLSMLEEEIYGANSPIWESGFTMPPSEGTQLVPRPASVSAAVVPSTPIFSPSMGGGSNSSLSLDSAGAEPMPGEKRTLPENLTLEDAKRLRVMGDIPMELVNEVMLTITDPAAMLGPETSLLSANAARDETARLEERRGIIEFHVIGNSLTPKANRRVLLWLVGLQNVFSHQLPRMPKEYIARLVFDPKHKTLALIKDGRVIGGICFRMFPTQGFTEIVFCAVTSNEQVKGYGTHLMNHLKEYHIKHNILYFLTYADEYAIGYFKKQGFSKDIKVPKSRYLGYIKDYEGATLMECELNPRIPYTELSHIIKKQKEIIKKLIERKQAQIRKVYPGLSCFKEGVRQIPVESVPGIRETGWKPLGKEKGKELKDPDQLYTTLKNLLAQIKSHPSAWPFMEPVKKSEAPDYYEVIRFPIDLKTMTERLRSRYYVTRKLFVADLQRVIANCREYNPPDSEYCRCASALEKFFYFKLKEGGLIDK
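GCN5L2 (20 nM) in 50mM HEPES pH 7.5, 0.1mM EDTA, 0.01% Tween-20 preincubated 15 min with compounds at room temperature. Reaction started with H3(1-25) 75uM, acetyl-CoA 70uM, ThioGlo1 50uM; CoA-thiol fluorescence (Ex340/Em540) read at 0 and 20 min.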
FEN1 inhibitor – human FEN1 inhibition | P39748 | AID 588795 | Potency, µM (top dose mostly 114 µM), inactives show at the top dose activity change, negative = inhibition, usual class: inhibitors | actives 0.35% (n = 390,000) | Recombinant FEN1 flap cleavage, fluorescence, 15 min; further: nearly all actives have a fitted effect of over 65% in size
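FEN1 at 10 nM, compound pretreatment for 15 min (room temperature), 50 nM final substrate to initiate; endpoint reads at 0 and 15 min; DMSO-only plates used as vehicle background.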
DT40 TDP1 CPT – growth inhibition of DT40 Tdp1-/-;hTDP1 cells with camptothecin (screen for TDP1 inhibitors). AID 686979. Potency, µM (titrated, usually from 46.2 µM), without a hit: at the top dose activity change, negative = growth inhibition, hits mostly inhibitors. actives 12% (n = 420,000). chicken DT40 Tdp1-/-;hTDP1 cells + 20 nM CPT, ATP luminescence, 48 h; further: nearly all actives have a fitted effect of over 55% in size
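Chicken DT40 Tdp1-/- cells stably complemented with human TDP1 were seeded at 400 cells/well in medium containing 20 nM camptothecin, exposed to pin-transferred compounds, and grown at 37 °C for at least 48 hr. Viability was read as ATP luminescence.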
The depositor's hits bear a star; ? = inconclusive; nt = no result given. The call rests on the fitted dose curve; in most records, active means well fitted curve in the direction sought with a large enough effect; inconclusive means small, poorly fitted or top-dose-only effect, or another doubt; inactive means no such curve, though single readings can be large; an effect the other way counts as inactive or inconclusive. On the % scale 0 is the no-effect control and ±100 the full control effect; potency means the concentration at half of the fitted maximal effect. The list is partial; count on the stated rates, not on these rows.

SMILES	GCN5L2 inh	FEN1 inhibitor	DT40 TDP1 CPT
COc1ccc(Cl)cc1NC(=S)NCc1ccco1	-4%	-19%	-7%
CCOc1ccc(CCNC(=O)CN2C(=O)NC3(CCCCC3C)C2=O)cc1OCC (stereo not given)	2%	8%	-9%
CCCCC(=O)NCCc1cc2c(C)ccc(C)c2[nH]c1=O	nt	18%	17%
CC(=O)c1ccc(N(C(=O)CNC(=O)c2cccs2)C(C(=O)NCC2CCCO2)c2ccccc2)cc1 (stereo not given)	-2%	13%	7%
CCOC(=O)C1=C(C)N(C[C@@H]2CC[C@@H](Cc3ccc4cc(OC)ccc4c3)O2)C(=O)NC1c1ccc(OC)cc1 (stereo not given in full)	-18%	-4%	?
O=S(=O)(NCc1ccc2c(c1)OCO2)c1ccc2oc3ccccc3c2c1	nt	-5%	?
O=C(Nc1nnc(-c2ccccc2)s1)c1cc(S(=O)(=O)N2CCOCC2)c(Cl)cc1Cl	-1%	-3%	-15%
Cc1ncc(CO)c2cc(C(=O)Nc3ccccc3Cl)c(=Nc3cccc(C(N)=O)c3)oc12	-1%	-23%	-14%
CCCCN(c1ccccc1)S(=O)(=O)c1cc2c3c(c1)C(C)C(=O)N3CCC2 (stereo not given)	3%	5%	10µM*
COC(C[C@H](O)C[C@@H](O)COCc1ccccc1)OC	-1%	0%	1%
C/C(CC1CC(C)OC1=O)=N\NC(N)=S (stereo not given)	0%	-9%	-11%
CC(C)c1ccc(S(=O)(=O)N2CCCCC2)cc1	-14%	-3%	-5%
COc1ccccc1N1CCN(C(=O)CSc2nc3ccccc3nc2Cc2ccccc2)CC1	-15%	-15%	23µM*
CCOc1ccccc1NC(=O)c1c(NC(=O)COc2ccc(Cl)cc2)sc2c1CCCCC2	-2%	-13%	-4%
Cc1cc(C)c(S(=O)(=O)Nc2ccccc2-c2ccccc2)c(C)c1	?	-2%	?
COC(=O)c1ccc2c(=O)n(-c3ccccc3F)c(=S)[nH]c2c1	2%	2%	-28%
CN(CC(=O)Nc1sccc1C#N)Cc1ccccc1	-2%	-5%	?
CCOc1ccc(C(=O)Nc2ccccc2OC(F)F)cc1	-9%	0%	10%
O=C(COC(=O)c1ccc(Br)cc1)NCCC1=CCCCC1	-14%	-2%	15%
O=S(=O)(N1CCOCC1)n1c(Cc2ccccc2)nc2ccccc21	-15%	3%	4%
COc1ccc(C(=O)NNC(=O)c2ccncc2)cc1[N+](=O)[O-]	-4%	-12%	0%
COc1ccc2c(=O)c(N3C(=O)c4ccccc4C3=O)c(C)oc2c1	-3%	-16%	1%
COCc1cc(C)nc(OCC(=O)N/N=C/c2ccccc2)c1C#N	-5%	9%	6%
Cc1nc2ccc(NC(=O)N3CCOCC3)cc2s1	-9%	0%	5%
CCN(CC)S(=O)(=O)c1cccc(C(=O)NCC(=O)OCC(=O)NCc2ccccc2)c1	1%	2%	-14%

Arranged by number of heavy atoms (highest first): part of the list above.
SMILES	GCN5L2 inh	FEN1 inhibitor	DT40 TDP1 CPT
CCOc1ccc(C(=O)Nc2ccccc2OC(F)F)cc1	-9%	0%	10%
CN(CC(=O)Nc1sccc1C#N)Cc1ccccc1	-2%	-5%	?
C/C(CC1CC(C)OC1=O)=N\NC(N)=S (stereo not given)	0%	-9%	-11%

Rewritten with values under each structure: six of the compounds above
Each structure is followed by: GCN5L2 inh | FEN1 inhibitor | DT40 TDP1 CPT
O=S(=O)(N1CCOCC1)n1c(Cc2ccccc2)nc2ccccc21
    -15% | 3% | 4%
CC(=O)c1ccc(N(C(=O)CNC(=O)c2cccs2)C(C(=O)NCC2CCCO2)c2ccccc2)cc1 (stereo not given)
    -2% | 13% | 7%
CCCCN(c1ccccc1)S(=O)(=O)c1cc2c3c(c1)C(C)C(=O)N3CCC2 (stereo not given)
    3% | 5% | 10µM*
CCOC(=O)C1=C(C)N(C[C@@H]2CC[C@@H](Cc3ccc4cc(OC)ccc4c3)O2)C(=O)NC1c1ccc(OC)cc1 (stereo not given in full)
    -18% | -4% | ?
O=C(Nc1nnc(-c2ccccc2)s1)c1cc(S(=O)(=O)N2CCOCC2)c(Cl)cc1Cl
    -1% | -3% | -15%
COC(C[C@H](O)C[C@@H](O)COCc1ccccc1)OC
    -1% | 0% | 1%

(cont.)
SMILES	GCN5L2 inh	FEN1 inhibitor	DT40 TDP1 CPT
Cc1ccc2c(c1)cc(C(=O)NCc1ccc(F)cc1)n2C	-5%	7%	?
O=C(OCC(=O)N(c1ccccc1)C1CCCCC1)c1ccc(CO)cc1	1%	18%	?
O=C1c2ccccc2C(Nc2ccc3c(c2)OCCO3)N1Cc1ccc2c(c1)OCO2 (stereo not given)	-1%	1%	?
Cc1cccc(NC(=O)C2CCN(C(=O)N3CCOc4ccccc43)CC2)c1C	-22%	-4%	?
CCc1ccccc1NC(=O)CCN1C(=O)C2CC=CCC2C1=O (stereo not given)	1%	21%	-5%
COC(=O)C1=CO[C@@H](O[C@@H]2O[C@H](CO)[C@@H](O)[C@H](O)[C@H]2O)C2C1C=C[C@@]2(O)CO (stereo not given in full)	-3%	14%	?
O=C(NCCCN1CCOCC1)c1cc(-c2cccc(O)c2)on1	-5%	-11%	-25%
O=C1CCCN2N=C(SCC(=O)Nc3nc4ccccc4s3)SC2=N1	-10%	-5%	3%
O=C(NC1CCCCC1)C(c1ccccc1)N1CCC2(CC1)OCCO2 (stereo not given)	-5%	1%	-27%
CCOc1cc(N2CCOCC2)c(OCC)cc1NC(=O)COc1ccccc1[N+](=O)[O-]	-14%	-1%	-10%
CC(Oc1cc(-c2ccccc2)cc2ccccc12)C(=O)N1CCOCC1 (stereo not given)	1%	11%	-12%
O=S(=O)(NCCN1CCOCC1)c1ccc2ccccc2c1	-1%	15%	-22%
Cc1ccc(C(=O)Nc2ncccc2C)o1	nt	0%	-3%
COC(=O)c1cc(NC(=O)c2cc(-c3ccc(C(F)(F)F)cc3)oc2C(F)(F)F)ccc1N1CCOCC1	-15%	-3%	?
c1ccc(C(c2ccccn2)c2ccccn2)cc1	-9%	-1%	1%
C/C(=N\O)C(=O)NCCCNCCCN(C)C	nt	5%	-10%
COc1ccc(CCC(=O)NNC(=O)c2ccc(F)cc2)cc1	-1%	13%	-3%
Cc1cccc(Cn2c(O)c(N=NC(=S)Nc3ccccc3F)c3ccccc32)c1	-11%	14%	7.3µM*
O=C1COc2ccc(S(=O)(=O)CCC(=O)N3CCN(c4cccc(Cl)c4)CC3)cc2N1	-3%	10%	10µM*
COc1ccc(CNC(=S)N/N=C(/C)c2ccccc2)cc1	-10%	-10%	-1%
COc1ccc(OCc2nnnn2-c2ccccc2)cc1	-4%	12%	-4%
C=C1CCN(c2ccc(C(=O)NCc3ccccc3)cc2[N+](=O)[O-])CC1	-5%	12%	-27%
c1ccc(-c2nnc(-c3ccncc3)o2)cc1	0%	3%	-3%
Cc1cc(-c2cc(-c3ccccc3)on2)nc(NC2CCCC2)n1	-5%	-16%	?
C=CCc1cccc(/C=N/NC(=O)c2ccc3nc[nH]c3c2)c1O	-11%	1%	9.2µM*

The listing continues:
SMILES	GCN5L2 inh	FEN1 inhibitor	DT40 TDP1 CPT
CC(=O)NCC(=O)NC(C(=O)Nc1ccc2c(c1)OCCO2)c1ccccc1 (stereo not given)	-8%	2%	14%
O=C(c1ccc(S(=O)(=O)N2CCCCC2)cc1)N1CCN(CCN2C(=O)c3cccc4cccc(c34)C2=O)CC1	-8%	-10%	13µM*
CCOc1ccc(-c2nnn(CC(=O)NCCc3c[nH]c4ccccc34)n2)cc1	-2%	6%	-9%
COc1ccccc1/C=C\C=N\NC(=O)c1ccco1	-8%	9%	9%
COc1cccc2sc(=NC(=O)CS(=O)(=O)c3ccc(Cl)cc3)n(C)c12	-10%	-5%	7.3µM*
Cc1ccc(/C=N/NC(=O)Cc2cccn2C)cc1	-4%	2%	4%
COc1ccc(CCNC(=O)c2cc(-c3ccc(C)c(C)c3)nc3ccccc23)cc1OC	0%	-6%	10µM*
O=C(CSc1nncs1)NCCNC(=O)CSc1nncs1	?	-13%	8%
CC(=O)N1CCCc2cc(S(=O)(=O)Nc3ccc(C)c(F)c3)ccc21	-11%	2%	?
Cc1ccc(S(=O)(=O)Nc2c(C)n(C)n(-c3ccccc3)c2=O)cc1C(=O)OC(C)C(=O)N(C)c1ccccc1 (stereo not given)	-10%	8%	-15%
Cc1ccc(/C=C/C(=O)c2ccc(C)cc2)cc1	1%	-9%	-26%
COC(=O)Cc1c(O)ccn(Cc2ccc(F)cc2)c1=O	3%	2%	-10%
O=C(Oc1cc2oc(=O)c3c(c2cc1Cl)CCCC3)c1ccco1	-5%	-2%	-15%
COc1ccc(C(CCNCc2ccc(N(C)C)cc2)c2ccccc2)cc1 (stereo not given)	3%	-11%	21µM*
CCC(Sc1nc(N)c(NC(=O)c2ccc(OC)cc2)c(=O)[nH]1)C(=O)O (stereo not given)	-3%	-1%	3%
Cc1cc(C)nc(SCc2nnc(SCc3ccc([N+](=O)[O-])cc3)n2Cc2ccco2)n1	0%	-21%	?
CN1CCN(c2ccccc2NC(=O)Cc2ccc(Cl)cc2)CC1	0%	1%	-18%
O=c1oc(-c2cccnc2)nc2ccccc12	-3%	-5%	-14%
O=C(CNc1cccc(S(=O)(=O)N2CCOCC2)c1)Nc1ccc(C(F)(F)F)cc1	-17%	-9%	?
N#Cc1ccccc1NC(=O)CSc1nnc(-c2ccc(F)cc2)n1-c1ccccc1	3%	0%	?
CCCNC(=O)N1CCC(Cc2ccccc2)CC1	-5%	-11%	?
COc1ccc(C2C3=C(CC(C)(C)CC3=O)Oc3ncn(CC(C)C)c(=N)c32)cc1 (stereo not given)	-20%	-9%	?
CCCS(=O)(=O)N1CCC(C(=O)c2cccc(C(F)(F)F)c2)CC1	-11%	5%	?
COc1ccc(S(=O)(=O)N(C)C[C@H]2Oc3c(NS(=O)(=O)c4cn(C)cn4)cccc3C(=O)N([C@H](C)CO)C[C@@H]2C)cc1	1%	-3%	20%
Cc1c(Cl)cccc1NC(=O)CN1CCN(CCO)CC1	-3%	-8%	-6%

More entries
SMILES	GCN5L2 inh	FEN1 inhibitor	DT40 TDP1 CPT
Cc1c(Cl)cccc1NC(=O)COC(=O)Cn1cnc2c1c(=O)n(C)c(=O)n2C	0%	20%	-2%
Cc1ccc(C2(C)NC(=O)N(CC(=O)Nc3cccnc3Cl)C2=O)cc1 (stereo not given)	-13%	15%	-27%
COc1ncccc1-c1nnn(-c2ccccc2)n1	1%	-16%	0%
O=C(Nc1cccc(Cl)c1)C1=Cc2cc(Cl)ccc2OC1	-2%	-5%	?
CCc1cc(=O)oc2cc(C)cc(OC(C)C(=O)NCC(O)c3ccccc3)c12 (stereo not given)	-10%	17%	?
COc1ccc(-n2c(C)cc(C(=O)CN3CCCCC3)c2C)cc1	-5%	6%	?
CCCCN(C(=O)c1ccc(OC(F)(F)F)cc1)c1c(N)n(CCC)c(=O)[nH]c1=O	-3%	18%	0%
CCOc1ncccc1C(=O)Nc1ccccc1C(=O)NCc1ccc2c(c1)OCO2	-1%	-1%	-27%
Cc1ccc(C)c2sc(N3CCN(C(=O)c4ccco4)CC3)nc12	-5%	-10%	?
CCNc1ncc2nc(-c3ccc(Cl)cc3)c(=O)n(-c3ccc(OC)cc3)c2n1	-11%	nt	?
CCOC(=O)CNC(=O)Cn1cnc2c(nnn2-c2ccccc2)c1=O	0%	2%	4%
O=C(Nc1ccc(Nc2ccccc2)cc1)c1ccco1	0%	0%	21µM*
COc1ccccc1C(=O)NC(=O)COC(=O)c1ccco1	-9%	-1%	18%
COc1cccc(CNC(=O)c2cc3c(cc2Cl)N2CCCCCC2=NS3(=O)=O)c1	-24%	7%	-19%
Cc1c(Br)c([N+](=O)[O-])nn1CC(=O)N(C)Cc1ccccc1	-2%	-2%	2%
COc1c(-c2coc3cc4c(cc3c2=O)CC(OC(C)=O)C(C)(C)O4)ccc2c1C=CC(C)(C)O2 (stereo not given)	-8%	nt	1.3µM*
CCCCn1c(N)c(N(C)C(=O)c2ccccc2Oc2ccccc2)c(=O)[nH]c1=O	-3%	17%	-2%
CCCCOC(=O)N1CCOCCOCCOCCOCC1	6%	-2%	24%
Cc1ccc(N2CCN(CC(O)COc3cccc4ccccc34)CC2)cc1 (stereo not given)	4%	-31%	?
CC(=O)N1CCN=C1SCc1ccccc1	-5%	20%	1%
O=C1C2C3C=CC(C3)C2C(=O)N1/N=C/c1cn(Cc2ccccc2)c2ccccc12 (stereo not given)	16%	2%	16µM*
Cc1cccc(NNC(=O)c2c(F)cccc2Cl)c1	-33%	-7%	0%
CCCCNC(=O)CCSc1nc(-c2ccc3c(c2)OCO3)cc(C(F)(F)F)n1	-1%	-1%	-13%
COc1ccc2c(c1)cc(C(=O)N[C@@H](CCSC)C(=O)N1CCC(C(=O)O)CC1)n2C	-15%	18%	-2%
CCC(=O)NCc1nc2ccccc2n1Cc1ccccc1	-3%	-2%	?
